# ERG Ets-DNA blk – qHTS for Small Molecule Inhibitors of the ERG Ets/DNA interaction | 0.028% of 370,000 active | AID 624246, 2012 | fluorescence polarization, His-ERG Ets domain / labelled DNA | Potency, µM (top dose mostly 76.9 µM), for inactives: at the top dose FP activity, negative = inhibition, actives largely listed as inhibitors; active = well fitted inhibition curve with a large enough effect in the polarisation, with a control signal flat; inconclusive = small, poorly fitted or top-dose-only effect, or effect the other way, or a change in a side signal; inactive = no such curve, though single readings can be large or run the other way; the % refers to the polarisation;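 also: polarization taken with two DNA probes labelled with fluorescein and Texas red; % of control where 0% means no effect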
#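 His-tagged ERG Ets domain (1 uM in the protein solution; 300mM KCl, 50mM Tris-HCl, 1mM EDTA, 1mM DTT, pH 7.5) received compound, then a probe mix of 5 nM fluorescein-DNA and 100nM Texas-615-DNA. Fluorescence polarization was read for both dyes.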
# 12-LOX inh – Primary qHTS assay for inhibitors of human arachidonate 12S-lipoxygenase (ALOX12): Round 2; AID 1671190, 2021; Potency, µM (series often up to 108 µM), for the others: at the top dose activity change, negative = inhibition, actives largely listed as inhibitors; 1.1% of 580,000 active; purified 12hLO, xylenol orange hydroperoxide absorbance; Polyunsaturated fatty acid lipoxygenase ALOX12 (Homo sapiens), P18054; also: % is scaled to controls: 0 for no effect and ±100 for the full control effect
#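 Purified human 12hLO at 150 nM in 25 mM Hepes, 0.01% Triton X-100, pH 7.0, preincubated 15 min at room temperature with compound. Reaction started with 40 uM arachidonic acid, 30 min at room temperature. Hydroperoxide measured by Fe-xylenol orange, 573/405 nm absorbance ratio.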
# TrxR1 inh – qHTS Assay for Inhibitors of Mammalian Selenoprotein Thioredoxin Reductase 1 (TrxR1): qHTS | Thioredoxin reductase 1, cytoplasmic (Rattus norvegicus), O89049 | recombinant rTrxR1, NADPH fluorescence consumption, selenite substrate | Potency, µM (highest dose often 114 µM), without a hit: top-dose activity change, negative = inhibition, most hits filed as inhibitors | 1% of 390,000 active | AID 588453, 2011; also: % is scaled to controls: 0 for no effect and ±100 for the full control effect; nearly all actives have a fitted effect of over 65% in size
# Target sequence (O89049 whole entry, looked up): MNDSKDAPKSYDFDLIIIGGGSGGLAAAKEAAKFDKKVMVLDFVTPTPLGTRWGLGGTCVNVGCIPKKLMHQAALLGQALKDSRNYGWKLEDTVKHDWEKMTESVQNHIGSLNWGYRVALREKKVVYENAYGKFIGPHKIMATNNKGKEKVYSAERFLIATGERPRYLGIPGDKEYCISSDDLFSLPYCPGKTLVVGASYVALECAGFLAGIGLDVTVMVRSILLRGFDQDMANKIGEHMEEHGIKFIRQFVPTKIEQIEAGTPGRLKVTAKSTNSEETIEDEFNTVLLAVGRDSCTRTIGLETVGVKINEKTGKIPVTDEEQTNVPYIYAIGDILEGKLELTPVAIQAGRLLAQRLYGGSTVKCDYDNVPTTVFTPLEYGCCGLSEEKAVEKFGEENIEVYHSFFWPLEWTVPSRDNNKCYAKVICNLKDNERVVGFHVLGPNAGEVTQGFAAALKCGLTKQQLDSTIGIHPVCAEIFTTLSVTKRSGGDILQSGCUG
#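 Rat TrxR1 (90 nM in the dispensed reagent) was pre-reduced with 400 uM NADPH for 5 min at room temperature, then incubated with compound for 15 min. After 400 uM selenite was added, NADPH fluorescence (Ex 340/Em 450 nm) was followed for 8 min.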
# RGS4 inhibitor – Inhibitors of Regulator of G Protein Signaling (RGS) 4: qHTS | Regulator of G-protein signaling 4 (Homo sapiens), P49798 | Transcreener GDP fluorescence polarization, RGS4-accelerated GTP hydrolysis | Potency, µM (doses to about 114 µM), without a hit: at the highest dose activity change, negative = inhibition, hits mostly inhibitors | 0.039% of 390,000 active | AID 504845, 2011; also: % is scaled to controls: 0 for no effect and ±100 for the full control effect; nearly all actives have a fitted effect of over 75% in size; some results filed as inactive show a strong effect at the top dose
# Target sequence (P49798 whole entry, looked up): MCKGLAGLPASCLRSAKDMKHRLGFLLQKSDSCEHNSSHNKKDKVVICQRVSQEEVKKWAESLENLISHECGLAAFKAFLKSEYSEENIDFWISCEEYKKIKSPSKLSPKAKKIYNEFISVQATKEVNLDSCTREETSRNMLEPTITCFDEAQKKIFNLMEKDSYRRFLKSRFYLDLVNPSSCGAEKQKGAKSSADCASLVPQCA
#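 MLSMR compounds (23 nl, pin-transferred) preincubated 10 min at room temperature with a 500nM (2x) first reagent, then RGS4 at 900nM (2x) plus Transcreener GDP mix added; fluorescence polarization (620/688 nm) read before and after 90 min at 30 °C.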
# Pin1 inhibitor – qHTS Assay to Find Inhibitors of Pin1; Pin1 FP peptide displacement, HiFluor488, 10 min; 0.009% of 390,000 active; Potency, µM (highest dose often 115 µM), for inactives: at the highest dose activity, negative = inhibition, usual class: inhibitors; active = well fitted inhibition curve with a large enough effect in the polarisation, with a control signal flat, not every such curve was filed as active; inconclusive = small, poorly fitted or top-dose-only effect, or effect the other way, or a change in a side signal; inactive = no such curve, though single readings can be large or run the other way; the % refers to the polarisation; also: % is scaled to controls: 0 for no effect and ±100 for the full control effect
# Target sequence (Q13526 whole entry, looked up): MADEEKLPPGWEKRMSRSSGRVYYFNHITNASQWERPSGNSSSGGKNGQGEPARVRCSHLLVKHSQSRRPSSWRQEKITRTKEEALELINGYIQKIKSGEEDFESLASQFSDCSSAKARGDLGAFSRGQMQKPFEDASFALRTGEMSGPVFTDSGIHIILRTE
# GLS inh – qHTS for Inhibitors of Glutaminase (GLS) | Glutaminase kidney isoform, mitochondrial (Homo sapiens), O94925 | GLS enzymatic activity, qHTS titration | Potency, µM (titrated, usually from 45.5 µM), for inactives: at the highest dose activity change, negative = inhibition, usual class: inhibitors | 0.21% of 410,000 active | AID 624170, 2012; also: % is scaled to controls: 0 for no effect and ±100 for the full control effect
#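 Read-out is an Amplex red fluorescence increase coupled through glutamate oxidase and HRP, measured before and after 30 min room-temperature incubation. hKGA is in 45 mM KH2PO4 (pH 8.2) with 0.02% Tween-20; glutamine added as 1mM solution.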
# HP1b binding inh – HTS for Inhibitors of HP1-beta Chromodomain Interactions with Methylated Histone Tails; AlphaScreen HP1-beta / biotin-H3K9me3 peptide binding; AID 540317, 2011; 0.56% of 390,000 active; Chromobox protein homolog 1 (Homo sapiens), P83916; Potency, µM (top dose mostly 114 µM), inactives show at the highest dose activity change, negative = inhibition, most hits filed as inhibitors; also: nearly all actives have a fitted effect of over 70% in size; inactives centre near 23
# Target sequence (P83916 whole entry, looked up): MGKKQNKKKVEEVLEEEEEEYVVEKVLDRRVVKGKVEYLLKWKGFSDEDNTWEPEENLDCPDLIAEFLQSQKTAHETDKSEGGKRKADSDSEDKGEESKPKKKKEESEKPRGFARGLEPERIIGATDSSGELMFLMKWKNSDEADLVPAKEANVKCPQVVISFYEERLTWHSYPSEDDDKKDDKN
#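 AlphaScreen: HP1-beta (50 nM) preformed 30 min with biotin-H3(1-18)K9me3 peptide (50 nM) in PBS pH 7.4, 0.01% Tween-20. Compound added for 30 min at RT, then streptavidin donor/nickel chelate acceptor beads (10 ug/mL) for 30 min.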
# JMJD2A Tudor inh – qHTS Assay for Inhibitors of JMJD2A-Tudor Domain. Lysine-specific demethylase 4A (Homo sapiens), O75164. AlphaScreen JMJD2A-Tudor / H3K4me3 peptide binding. Potency, µM (doses to about 114 µM), for inactives: top-dose activity change, negative = inhibition, usual class: inhibitors. 4.4% of 390,000 active; also: % is scaled to controls: 0 for no effect and ±100 for the full control effect; nearly all actives have a fitted effect of over 50% in size
# PGK inhibitor – qHTS Assay to Find Inhibitors of Phosphoglycerate Kinase | Phosphoglycerate kinase, glycosomal (Trypanosoma brucei brucei), P07378 | PGK/GAPDH coupled, Kinase-Glo luminescence, 60 min | Potency, µM (top dose mostly 57.5 µM), for the others: at the top dose activity change, negative = inhibition, hits mostly inhibitors | 0.043% of 380,000 active | AID 602233, 2012; also: % is scaled to controls: 0 for no effect and ±100 for the full control effect; nearly all actives have a fitted effect of over 60% in size
#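 Luminescent ATP detection (Kinase-Glo Plus) follows a 60-minute room-temperature incubation, with wells lacking PGK as controls. Buffer: 100 mM TEA (pH 7.6), 5 mM MgCl2, 0.01% Tween-20. Coupling enzyme GAPDH (100 nM final) supplies unstable 1,3-BPG in-well.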
# The depositor's hits bear a star; i = inactive; ? = inconclusive; nt = not tested or not shown; & = joins results of further samples; [ ] = another dose, or the depositor's remark. Unless noted, calls follow the shape of the dose curve; as a rule, active = well fitted curve in the direction sought with a large enough effect; inconclusive = small, poorly fitted or top-dose-only effect, or another doubt; inactive = no such curve, though single readings can be large; an effect the other way counts as inactive or inconclusive. Potency is read from the fitted curve at half-maximal effect.
# The line under a structure holds: ERG Ets-DNA blk	12-LOX inh	TrxR1 inh	RGS4 inhibitor	Pin1 inhibitor	GLS inh	HP1b binding inh	JMJD2A Tudor inh	PGK inhibitor
> COc1ccc(N2CCN(CC(=O)NCc3ccccc3)CC2)cc1
 : 8%	1%	30%	7%	-8%	32%[activator]	14%	-10%	10%
> CCc1nn2c(=O)c(S(=O)(=O)Nc3cccc(F)c3)c(C)nc2s1
 : 7%&-4%	10%&-9%	13%&-2%	7%&3%	2%&-8%	-2%&-2%	20%&49%	-3%&3%	7%&-8%
> CCOc1ccc(-c2nc(CSCC(=O)NC3CCCc4ccccc43)c(C)o2)cc1 (stereo not given)
 : -21%	-7%	14%	-21%	3%	-7%	26%	-27%	-5%
> Cc1c(Cl)cccc1Nc1nn2c(=O)c3ccc(C(=O)N(C)Cc4ccccc4)cc3nc2s1
 : -7%	-15%	7%	15%	0%	-1%	9%	-14%	9%
> CCc1cc2c(=O)c(-c3cnn(-c4ccccc4)c3)c(C)oc2c(CN2CCCCC2)c1O
 : -2%	-20%	-9%	-7%	-1%	15%	24%	-19%	3%
> CCCc1ccc(S(=O)(=O)N2CCC(c3nnc(-c4cccc(C)c4)o3)CC2)cc1
 : 2%	1%	-8%	-39%	41%[activator]	0%	27%	-16%	17%
> Cc1cccc(NNC(=S)Nc2c(C)cccc2C)c1
 : -8%	?	-17%	-29%	2%	-20%	-6%[57 µM]	14µM*	-4%
> C=CCN(c1ccccc1Cl)S(=O)(=O)c1cccc(C(=O)NCCc2ccc(OC)cc2)c1
 : 4%	-22%	8%	23%	26%	1%	22%	-25%	-3%
> Cc1ccc(C)c(N2CCN(C(=O)c3cc4ccc5cccnc5c4[nH]3)CC2)c1
 : -4%	-15%	7%	0%	10%	4%	-11%	?	2%
> C=CCNC(=O)C1CC1(c1ccccc1)c1ccccc1 (stereo not given)
 : nt	-5%	-24%	-18%	1%	1%	35%	1%	-7%
> Fc1ccc(C(c2ccc(F)cc2)N2CCN(C/C=C/c3ccccc3)CC2)cc1
 : -5%	?	-8%[57.1 µM]	22%[56.9 µM]	5%	-3%	10%	?	-10%
> COc1ccccc1NC(=O)Cn1c2ccc(F)cc2c2nc3n(c(=O)c21)CCS3
 : -2%	-11%	-2%[57.1 µM]	-31%	-1%	-12%	49%[activator]	-4%	7%
> COc1ccc(C2NC(C(=O)O)Cc3c2[nH]c2ccccc32)cc1CN1CCN(c2ccc(F)cc2)CC1 (stereo not given)
 : -12%	1%	15%	13%	25%	23%	-13%	?	1%
> CN(Cc1ccsc1)C(=O)CCc1nnc(Cc2c[nH]c3ccccc23)o1
 : -8%	-23%	-64%	?	0%	-6%	-16%	45µM*	-1%
> Cc1cccc(Nc2nn3c(=O)c4cc5c(cc4nc3s2)OCO5)c1
 : 6%	?	4%[57.1 µM]	-11%	?	3%	77%[activator]	-24%	-6%
> CC(C)c1ccc(O)c(NC(=O)c2cccnc2)c1
 : 1%	-16%	7%	5%	0%	9%	18%	-13%	-5%
> COc1ccc(-c2cc(=O)oc3c(C)c(OC(C)C(C)=O)ccc23)cc1 (stereo not given)
 : 6%	-21%	-11%	-6%	1%	8%	49%[activator]	-2%	0%
> CCN(CCCNC(=O)CN1N=C(c2ccccc2)CCC1=O)c1cccc(C)c1
 : 5%	-25%	14%[57.1 µM]	10%	0%	3%	?	?	-1%
> COc1ccc2[nH]cc(C(=O)CN(C)CCc3ccc(OC)c(OC)c3)c2c1
 : -7%	0%	?	-28%[11.4 µM]	1%	1%	36%[activator]	28%[11.4 µM]	0%
> O=C(Nc1ccc2ccccc2c1)/C(=C\c1ccc2c(c1)OCO2)NC(=O)c1ccco1
 : 0%	-8%	-1%	1%	20%	14%	9%	-14%	-11%
> COC(=O)c1cc(S(=O)(=O)NCc2cccc(Br)c2)c[nH]1
 : 0%	8%	14%	-8%	0%	-5%	35%[activator]	-3%	2%
> O=C1N[C@@H](Cc2ccccc2)C(=O)N2[C@@H]1C[C@@]1(Br)c3ccccc3N(S(=O)(=O)c3ccccc3)[C@@H]21
 : 3%	91%[activator]	-1%	-5%	9%	-3%	14%	-23%	11%
> O=C(O)c1cccc(NC(=O)c2cccc(S(=O)(=O)N3CCCCC3)c2)c1
 : nt	0%	10%	-1%	-6%	-17%	31%	-7%	i
> O=C(CC1N=C2c3ccccc3N=C(SCc3ccc(Cl)cc3)N2C1=O)NCc1cccs1 (stereo not given)
 : 1%	-12%	16%[57.1 µM]	-14%	12%	?	16%	-27%	i
> O=C(COc1ccc(F)cc1)Nc1ccccc1N1CCOCC1
 : -6%	20%	-7%	-2%	2%	-1%	39%	2%	0%
> O=C(NC1CC(=O)N(c2ccccc2)C1)C(c1ccccc1)c1ccccc1 (stereo not given)
 : 2%	-23%	14%[57.1 µM]	0%	-3%	1%	25%	-12%	7%
> C=CCn1c(SCC(=O)NC2CCCCC2)nnc1-c1sc(N)nc1C
 : 3%	0%	6%	-22%	-3%	33%	31%	8%	i
> CCN1CCN(c2cc3c(cc2F)c(=O)c(S(=O)(=O)c2ccccc2)cn3C)CC1
 : 1%&12%	?	5%	-3%&-8%	-2%&4%	-7%&2%	29%&29%	-9%&4%	-1%&-1%
> O=C(NCCC1=CCCCC1)c1ccc2c(c1)N(Cc1ccc(Cl)cc1)C(=O)c1ccccc1S2=O (stereo not given)
 : 1%	?	12%	11%	4%	5%	21%	-14%	4%
> COc1ccc(CC(=O)Nc2cc(S(=O)(=O)N3CCOCC3)ccc2N2CCOCC2)cc1OC
 : 7%	-3%	45%[activator]	25%	2%	-1%	0%	-9%	-5%
> CCN(CC)C(=O)CSc1nnc(-c2ccc(S(=O)(=O)N3CCOCC3)cc2)n1C
 : -1%	14%	34%	-32%	-2%	0%	13%	-2%	i
> CCOc1ccc(S(=O)(=O)N2CCCC(C(=O)NCc3ccccn3)C2)cc1 (stereo not given)
 : -10%	1%	21%[57.1 µM]	13%	-3%	-4%	19%	-9%	1%
> CS(=O)(=O)N1N=C(c2ccccc2)CC1c1cccs1 (stereo not given)
 : -18%	16%&26%	-10%	-9%	-7%	-2%	28%	0%	-6%
> COc1ccccc1N1CCN(C(c2cccs2)C(C)NC(=O)c2cccnc2)CC1 (stereo not given)
 : 19%	23%	14%[57.1 µM]	-12%	-1%	9%	19%	-22%	-6%
> O=C(Cn1c(=O)oc2ccccc21)NCc1cccc(Cl)c1
 : -2%	-23%	23%	6%	2%	4%	31%	2%	-3%
> COc1cc(C(=O)Nc2ccc3nc(N4CCOCC4)sc3c2)cc(OC)c1OC
 : -1%	0%	12%	19%	7%	-1%	19%	-12%	-4%
> CC(C)c1ccc(NC(=O)c2cnn(-c3ccccc3)c2NC(=O)c2ccco2)cc1
 : 2%	3%	12%[57.1 µM]	38%	7%	1%	16%	-25%	-13%
> CC[C@]12C(=O)N(C)C[C@H]([C@@H]3C(=O)N(C)C(=O)[C@@H]31)N2C(=O)c1ccc(C(C)(C)C)cc1
 : 3%	-6%	27%[57.1 µM]	11%	-3%	-4%	34%	-6%	1%
> COc1ccc(-c2c(-c3cc(OC)cc(OC)c3)n(C)c3ccc(-c4ccc(OC)cc4F)cc23)cc1
 : 19%	-11%	63%[activator][57.1 µM]	16%	36%[activator]	-8%	20%	-28%	1%
> NC(=O)c1ccc(Cn2c(C(=O)c3cc(Cl)c(N)c(Cl)c3)c3ccccc3[n+]2[O-])cc1
 : -7%	18µM*	15%[57.1 µM]	-24%	8%	-2%	16%	?	i
> Cc1ccc(S(=O)(=O)NCC(c2ccco2)N2CCc3ccccc3C2)cc1 (stereo not given)
 : 4%	-27%	2%	-1%	-2%	6%	24%	-19%	-7%
> Cc1ccc(C(=O)N2CCCN(c3nc4cc5c(cc4cc3C#N)OCO5)CC2)cc1
 : -8%	-27%	9%	15%	?	2%	92%[activator]	59%[activator]	6%
> Cc1cccc(N(C)C(=O)CN(C)S(=O)(=O)c2ccc3[nH]c4c(c3c2)CCCC4)c1
 : 1%	?	2%	12%	6%	8%	?	?	i
> C/C(CC(=O)Nc1cccc2c1CCCC2)=N\NC(=O)c1cccc2ccccc12
 : 4%	-8%	-20%	19%	2%	13%	21%	-19%	0%
> CSc1nnc([C@@H]2CCCN2C(=O)OC(C)(C)C)o1
 : 5%	-6%	16%[57.1 µM]	24%	2%	-12%	27%	-8%	-4%
> CCOc1ccccc1NC(=O)COC(=O)c1cnc(C)cn1
 : -1%	?	20%	8%	3%	10%	37%[activator]	-19%	1%

# This is a subset, so the mix of outcomes need not match the whole.
